# Screening data: PubChem, The Scripps Research Institute Molecular Screening Center
# TAAR1 antag: antagonists of human TAAR1; CHO RD-HGA16 TAAR1, Fluo-8 calcium fluorescence, antagonist; AID 624466; inhibition, % at 3 µM; Q96RJ0; 1.5% of 360,000 active;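 active = inhibition above a per-plate cutoff, the mean inhibition of test compounds on that plate plus 3 SD, cut at about 49% in these data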;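 also: 0% = DMSO plus EC80 beta-PEA response and 100% = DMSO alone without agonist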
#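 Assay system: CHO-derived RD-HGA16 cells stably expressing human TAAR1 plus Gα16. Timing: 140 s kinetic read after compound, 140 s after agonist. Technique: kinetic Fluo-8 calcium fluorescence measurement. Measure: % inhibition of agonist calcium response.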
# CHO parental Ca: counter-screen for OX1R antagonists: effect in parental CHO cells; parental CHO-K1, ATP-induced calcium, Fluo-8 fluorescence; 0.63% of 330,000 active; AID 463079; inhibition, % at 5.6 µM;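 active = inhibition above that plate's mean sample inhibition plus 3 SD, cut at about 26% in these data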;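 also: 0% = ATP-challenged DMSO wells and 100% = DMSO wells without ATP; some compounds past the cut are filed as inactive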
#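 test system = CHO parental line | reagent = ATP stimulus | measured by = intracellular calcium via Fluo-8 no-wash fluorescent dye | control set = ATP and no-ATP DMSO wells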
# M1 PAM: potentiates human M1 receptor response to acetylcholine | 0.088% of 360,000 active | P11229 | activation, % at 3 µM | CHO-K1 hM1, Fluo-8 calcium fluorescence, ACh EC20; 0% = ACh EC20, 100% = maximal ACh; in the data active = activation above about 19%, passing the limit was not always enough
# Target sequence (P11229 whole entry, looked up): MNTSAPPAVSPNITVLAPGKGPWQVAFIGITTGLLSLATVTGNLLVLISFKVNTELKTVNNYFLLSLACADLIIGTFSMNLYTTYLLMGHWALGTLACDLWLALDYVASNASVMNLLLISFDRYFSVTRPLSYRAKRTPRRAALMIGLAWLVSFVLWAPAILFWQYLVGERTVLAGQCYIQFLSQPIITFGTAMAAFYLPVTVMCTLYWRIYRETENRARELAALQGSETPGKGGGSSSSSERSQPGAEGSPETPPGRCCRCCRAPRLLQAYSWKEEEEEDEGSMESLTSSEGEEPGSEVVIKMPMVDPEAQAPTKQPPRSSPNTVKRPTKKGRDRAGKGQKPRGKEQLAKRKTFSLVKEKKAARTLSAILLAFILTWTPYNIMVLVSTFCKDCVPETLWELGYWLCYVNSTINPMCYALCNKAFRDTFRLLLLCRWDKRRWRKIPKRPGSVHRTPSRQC
# TAAR1 ag: agonists of human TAAR1; CHO RD-HGA16 TAAR1, Fluo-8 calcium fluorescence; vehicle wells 0%, saturating PEA agonist 100%; activation, % at 3 µM; Q96RJ0; AID 624467; 0.99% of 360,000 active;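 active = activation above the mean activation of all test compounds in the run plus 3 SD, cut at about 38% in these data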
#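 test system = CHO RD-HGA16 cells carrying human TAAR1 plus Gα16 | schedule = 17-24 h seeding, 75 min 37 °C dye, 30 min RT | compound dosing = 3 µM single concentration | control set = DMSO and PEA EC100 | replicates = n 1 | signal = Fluo-8 fluorescence, 5 s baseline then 140 s kinetic read | measure = percent activation vs PEA EC100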
# OXTR potentiator: potentiates the human oxytocin receptor response; P30559; CHO-OTR cells, Fluo-8 calcium fluorescence, potentiator mode; 0% = oxytocin EC15, 100% = EC100; activation, % at 3 µM; 0.061% of 320,000 active; AID 2445;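 active = activation above that plate's cutoff, the mean activation of tested compounds plus 3 SD, cut at about 6.6% in these data, passing the limit was not always enough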;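 also: 100% uses oxytocin at 75 nM as the full agonist control; some results filed as inactive read as strong as hits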
# Target sequence (P30559 whole entry, looked up): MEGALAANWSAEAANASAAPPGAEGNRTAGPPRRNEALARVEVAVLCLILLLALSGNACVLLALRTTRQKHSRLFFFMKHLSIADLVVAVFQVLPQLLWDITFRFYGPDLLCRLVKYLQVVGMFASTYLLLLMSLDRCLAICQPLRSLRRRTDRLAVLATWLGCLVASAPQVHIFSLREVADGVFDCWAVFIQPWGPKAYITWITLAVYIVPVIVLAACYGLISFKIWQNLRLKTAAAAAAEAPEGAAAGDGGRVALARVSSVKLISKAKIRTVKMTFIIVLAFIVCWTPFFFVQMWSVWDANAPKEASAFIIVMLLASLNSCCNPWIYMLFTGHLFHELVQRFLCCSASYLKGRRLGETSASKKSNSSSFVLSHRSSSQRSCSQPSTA
#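 assay system = CHO-OTR cells, human receptor | schedule = compound 6 min at room temperature before oxytocin, 100 s read | detection = Fluo-8 intracellular calcium fluorescence, ex 470-495, em 515-575 nm | evaluation = normalized max/min fluorescence ratio, % activation | control set = EC15 oxytocin alone as 0%, 75 nM oxytocin (EC100) as 100%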
# V1aR counter: V1a receptor agonism, counter-screen for OXTR agonists; CHO-V1R cells, Fluo-8 calcium fluorescence, agonist mode; 0% DMSO, 100% 3 nM vasopressin; activation, % at 3 µM; 0.25% of 320,000 active; AID 2797;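 active = activation above the mean activation of all tested compounds plus 3 SD, per screening run, cut at about 20% in these data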;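 also: signal is peak over basal fluorescence ratio across a 100 second FLIPR read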
# CHRM1 antagonist: human CHRM1 antagonism; 1.3% of 360,000 active; CHO-K1 hM1, Fluo-8 calcium fluorescence, ACh EC80 antagonist; inhibition, % at 3 µM; P11229;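 active = percent inhibition above its own plate's cutoff, namely the mean of that plate's compound wells plus 3 SD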;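 also: peak over basal fluorescence ratio during 140 s after agonist addition; 0% = ACh EC80 plus DMSO and 100% = DMSO alone without agonist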
# M1 ag: activates human CHRM1 receptor. P11229. CHO-K1 hM1, Fluo-8 calcium fluorescence, agonist mode; 0% DMSO, 100% acetylcholine EC100. activation, % at 3 µM. 0.33% of 360,000 active;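 active = activation above the run's mean compound activation plus 3 SD, cut at about 16% in these data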;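 also: peak over basal fluorescence ratio within a 140 s kinetic read after compound addition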
# OXTR ag: human OXTR agonism. 0.32% of 320,000 active. AID 2435. CHO-OTR cells, Fluo-8 calcium fluorescence; normalized: DMSO 0%, oxytocin 100%. activation, % at 3 µM;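 active = activation above the mean of all tested compounds plus 3 SD, cutoff set per screening run, cut at about 20% in these data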;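 also: peak over basal fluorescence ratio from a 100 s FLIPR kinetic read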
# Numbers without * were called inactive; / = no result given.
# Short forms: A = TAAR1 antag; B = CHO parental Ca; C = M1 PAM; D = TAAR1 ag; E = OXTR potentiator; F = V1aR counter; G = CHRM1 antagonist; H = M1 ag; I = OXTR ag
> CCC(=O)c1ccc(OCC(=O)OCC(=O)N2CCc3ccccc3C2)cc1
  A: -3.0; B: -27.6; C: 0.4; D: 10.7; E: -6.8; F: 6.6; G: -1.3; H: -1.8; I: 6.7
> O=C(CSc1cccc[n+]1[O-])c1cc(Cl)ccc1Cl
  A: 15.3; B: -5.0; C: 0.6; D: 5.8; E: -11.3; F: 0.3; G: 8.6; H: -8.0; I: 1.7
> OCCn1c(-c2ccc(F)cc2)csc1=Nc1ccccc1
  A: -6.0; B: -4.2; C: -1.4; D: -1.3; E: -4.0; F: 0.0; G: 1.5; H: -6.4; I: -0.2
> CN(CCOc1ccc(Cl)cc1)C(=O)c1cccc(S(=O)(=O)N2CCN(Cc3ccccc3)CC2)c1
  A: 22.1; B: /; C: -14.5; D: 6.0; E: /; F: /; G: 39.7*; H: -0.3; I: /
> CCN(CC)S(=O)(=O)c1cc(NS(=O)(=O)c2cc(Cl)ccc2Cl)ccc1C
  A: 17.8; B: -18.2; C: 5.2; D: -2.0; E: -5.4; F: 1.4; G: -4.8; H: 2.2; I: -3.1
> COc1ccc(-c2nc(N)ncc2-c2ccc(Cl)cc2)c(O)c1
  A: 7.7; B: -11.8; C: -7.6; D: 17.2; E: -17.9; F: -0.8; G: 8.2; H: -4.2; I: -1.5
> CC(=O)Oc1cccc(C(=O)Nc2c[nH]c(=O)[nH]c2=O)c1
  A: 2.8; B: -7.2; C: 3.3; D: 4.0; E: 0.9; F: 1.3; G: 1.0; H: -5.7; I: 0.9
> O=C(N/N=C/c1cc(Cl)ccc1O)c1cccnc1
  A: -24.3; B: 0.5; C: -8.4; D: 7.2; E: -0.5; F: 2.9; G: 9.2; H: 0.1; I: 2.7
> CC1=C(C(=O)N(C(C)C)C(C)C)CC(CC(=O)NC2CCCC2)C(=O)N1Cc1ccc(C(C)(C)C)cc1 (configuration not stated)
  A: -14.1; B: /; C: -5.2; D: -3.4; E: /; F: /; G: -24.0; H: -5.9; I: /
> CN1CCN(/C=C(\C#N)S(=O)(=O)c2ccc(Cl)cc2)CC1
  A: -18.2; B: 4.4; C: 4.6; D: 4.8; E: -4.4; F: 0.7; G: -10.3; H: -2.3; I: 1.1
> O=[N+]([O-])c1ccc2n[nH]nc2c1
  A: -8.2; B: -10.2; C: 3.2; D: 14.8; E: -4.3; F: -0.2; G: -9.8; H: -2.2; I: 0.7
> CC(=O)c1cccc(CN2CCC(C(=O)Nc3ccc(-c4cccc(C)c4)cc3)CC2)c1
  A: 19.8; B: 4.5; C: 4.1; D: 31.4; E: -13.2; F: 12.2; G: -7.0; H: -4.1; I: 5.5
> Cc1cc(C)cc(C(=O)NC(CC(N)=O)c2ccc(NC3CCCC3)c([N+](=O)[O-])c2)c1 (configuration not stated)
  A: -4.8; B: -20.7; C: 9.8; D: 7.3; E: 2.7; F: 0.2; G: -6.6; H: -3.9; I: -0.4
> Cn1c(=NC(=O)COc2ccccc2)sc2cc(F)cc(F)c21
  A: /; B: -11.6; C: /; D: /; E: 1.2; F: 0.7; G: /; H: /; I: 0.0
> CC(=O)Nc1cc(-c2cccc(C(=O)N(C)C)c2)cn2c(-c3ccccc3)cnc12
  A: -0.7; B: /; C: -7.5; D: 6.6; E: /; F: /; G: 5.1; H: -1.5; I: /

# Reprinted from the part before: three compounds; new compounds follow.
# Short forms: A = TAAR1 antag; B = CHO parental Ca; C = M1 PAM; D = TAAR1 ag; E = OXTR potentiator; F = V1aR counter; G = CHRM1 antagonist; H = M1 ag; I = OXTR ag
> Cc1cc(C)cc(C(=O)NC(CC(N)=O)c2ccc(NC3CCCC3)c([N+](=O)[O-])c2)c1 (configuration not stated)
  A: -4.8; B: -20.7; C: 9.8; D: 7.3; E: 2.7; F: 0.2; G: -6.6; H: -3.9; I: -0.4
> Cn1c(=NC(=O)COc2ccccc2)sc2cc(F)cc(F)c21
  A: /; B: -11.6; C: /; D: /; E: 1.2; F: 0.7; G: /; H: /; I: 0.0
> CC(=O)Nc1cc(-c2cccc(C(=O)N(C)C)c2)cn2c(-c3ccccc3)cnc12
  A: -0.7; B: /; C: -7.5; D: 6.6; E: /; F: /; G: 5.1; H: -1.5; I: /
> COC(=O)C(C(=O)OC)c1ccc(NC(=O)c2cccc(Cl)c2)cc1
  A: 9.8; B: -1.8; C: -2.1; D: 3.7; E: 4.3; F: 1.0; G: 8.6; H: -5.7; I: 0.0
> O=C(Cc1ccccc1)Nc1ccc(NC(=O)C2CCCCC2)nc1
  A: 10.6; B: 6.2; C: -0.9; D: 12.9; E: -14.5; F: 3.3; G: 5.4; H: -4.0; I: 3.5
> CCC12CN(C(=O)c3ccc([N+](=O)[O-])cc3)CC(CC)(CN(C(=O)c3ccc([N+](=O)[O-])cc3)C1)C2=O
  A: 3.7; B: 0.3; C: 6.9; D: 1.0; E: -14.0; F: -0.7; G: -8.6; H: -3.8; I: -1.4
> COc1ccc(N(CC(=O)NC2CCCC2)S(=O)(=O)c2c(C)[nH]c(=O)[nH]c2=O)cc1
  A: -10.9; B: -10.1; C: 7.9; D: 3.8; E: -7.0; F: 1.1; G: -3.6; H: 1.1; I: 0.2
> c1cc2c(cc1OCCNC1CCCC1)CCC2
  A: /; B: 2.1; C: /; D: /; E: -5.1; F: 1.4; G: /; H: /; I: 0.1
> O=C(O)c1nn(Cc2ncc(-c3cccc(Cl)c3)o2)c(=O)c2ccccc12
  A: 4.2; B: -12.7; C: 6.1; D: -1.1; E: -13.8; F: 0.1; G: -2.5; H: -2.8; I: -0.8
> COc1ccc(C(=O)c2ccc([N+](=O)[O-])cc2)c(OC)c1OC
  A: -9.4; B: /; C: 1.6; D: -0.2; E: /; F: /; G: -7.3; H: -3.2; I: /
> CCOc1ccccc1OCC(=O)NC1CCSc2ccccc21 (configuration not stated)
  A: 8.7; B: /; C: -2.2; D: -2.8; E: /; F: /; G: 7.5; H: -7.9; I: /
> O=C(COC(=O)c1ccco1)NC1CCCC1
  A: 3.2; B: 15.0; C: -4.0; D: 2.5; E: -8.1; F: -0.2; G: 7.1; H: -1.4; I: -0.2
> CC(C)c1noc2ncc(C(=O)c3cc(Cl)cc(Cl)c3O)cc12
  A: -4.2; B: 4.1; C: 5.5; D: 0.2; E: -23.3; F: 14.5; G: -4.9; H: 3.0; I: 7.9
> CN1CCOCCOCCOCCN(C)C1=S
  A: 7.0; B: 12.4; C: 4.0; D: 3.5; E: -9.1; F: 0.1; G: -3.2; H: -3.1; I: -0.4
> O=C(COC(=O)Cc1ccsc1)Nc1ccccc1Cl
  A: -6.5; B: -3.4; C: 2.3; D: -0.8; E: -2.8; F: -0.2; G: -0.1; H: -3.9; I: -1.5
> CCCCNC(=O)c1onc(CSc2cc(C)cc(C)c2)c1C(=O)NCCCC
  A: 17.3; B: -8.7; C: 0.5; D: 3.0; E: -11.1; F: -0.2; G: -3.5; H: -5.5; I: -0.3
> CCc1noc(C)c1C(=O)OCC(=O)NCc1ccccc1
  A: 9.0; B: -2.4; C: 9.6; D: -0.2; E: -4.2; F: 0.1; G: 0.2; H: -2.8; I: -1.6
> Cc1ccc(C(C(=O)NCC2CCCO2)N(C(=O)c2snc(C(N)=O)c2N)c2ccccc2)o1 (configuration not stated)
  A: 47.5; B: -21.1; C: -3.6; D: 19.0; E: -13.4; F: 4.8; G: 0.6; H: 0.9; I: 3.1
> O=C(Nc1ccc(N2CCOCC2)c(Cl)c1)c1cccc(-n2cnnc2)c1
  A: 5.7; B: -2.5; C: -4.7; D: 0.3; E: -4.0; F: -0.4; G: 19.6; H: -2.3; I: -0.8
> Cc1cc(OCCn2ccnc2)cc(C)c1Cl
  A: 0.4; B: -8.7; C: 1.9; D: 3.7; E: -6.7; F: 1.7; G: -11.9; H: -5.3; I: 2.7
> CCC(CC)C(=O)c1c[nH]c(C(=O)NCCCN2CCOCC2)c1
  A: -0.6; B: -7.3; C: 7.6; D: 0.7; E: -4.1; F: 0.2; G: -4.7; H: -6.0; I: 1.2
> COc1ccc(Cl)cc1N(CC(=O)N1CCCC1)S(=O)(=O)c1ccc(C)cc1
  A: -21.0; B: -12.9; C: 14.1; D: -2.4; E: -5.5; F: 0.4; G: -4.7; H: -3.8; I: 0.8
> O=C(O)CCc1nn2cnc3sc4c(c3c2nc1=O)CCCC4
  A: 5.2; B: 2.1; C: 1.8; D: 9.2; E: -2.9; F: 0.8; G: 1.2; H: -3.7; I: 1.0
> COc1ccc(CCNC(=O)Cc2ccc(NC3=NC4CS(=O)(=O)CC4S3)cc2)c(OC)c1 (configuration not stated)
  A: -3.1; B: -4.6; C: -0.3; D: 1.1; E: -3.9; F: 0.0; G: -10.2; H: -3.0; I: 0.0
> CC(=O)Nc1ccc(NC(=O)c2ccc(-c3ccc([N+](=O)[O-])cc3)o2)cc1
  A: -6.2; B: 13.1; C: -1.4; D: 2.4; E: -4.0; F: 0.0; G: 2.6; H: -1.9; I: 0.7
> O=C(CCNS(=O)(=O)c1ccc2c(c1)CCC(=O)N2)Nc1ccc(F)c(F)c1
  A: 0.7; B: 4.7; C: -4.8; D: 0.7; E: -10.2; F: -0.5; G: 10.9; H: -1.7; I: -0.3
> O=C(CNC(=S)N(Cc1ccccc1F)C1CCCCC1)NC1CC1
  A: 6.7; B: -10.3; C: 10.7; D: 15.3; E: -7.1; F: 0.0; G: -13.4; H: -6.5; I: -1.2
> O=C(NCC1CCCO1)c1ccccc1 (configuration not stated)
  A: -0.8; B: -2.7; C: 5.3; D: 13.0; E: -6.5; F: 0.4; G: 0.6; H: -2.1; I: 0.0
> CC(C)(C)NC(=O)NC(=O)CN1CCN(c2ccccc2O)CC1
  A: -15.6; B: -13.7; C: 6.7; D: 2.6; E: -2.1; F: 1.0; G: -8.0; H: -1.6; I: 0.6
> CC1CCC2(CC1)NC(=O)N(Cc1cc(=O)n3ccsc3n1)C2=O (configuration not stated)
  A: /; B: -10.9; C: /; D: /; E: -0.8; F: 0.2; G: /; H: /; I: -0.1
> N#CCC(=N)N1CCN(c2cccc(Cl)c2)CC1
  A: -3.9; B: -12.3; C: -9.4; D: 6.5; E: -13.6; F: -0.5; G: 17.7; H: -2.7; I: 0.4
> O=C(CCCC1=NS(=O)(=O)c2ccccc2N1)N1CCN(c2ccccc2)CC1
  A: 15.4; B: -21.9; C: 0.1; D: 14.2; E: -12.2; F: -0.3; G: 0.1; H: -1.2; I: -0.5
> Cc1ccc(S(=O)(=O)N2CCOCC2)cc1C(=O)Nc1ccncc1
  A: 8.6; B: -14.6; C: -3.3; D: -1.8; E: -0.8; F: 1.0; G: 5.2; H: 0.4; I: 1.9
